# Assay outcomes: PubChem, several laboratories
# CIT2 TOR yeast: modulators of CIT2-GFP expression in yeast, primary screen, S. cerevisiae, GFP fusion, multiplex flow cytometry, MLPCN library; S. cerevisiae CIT2-GFP strain, 3 h; 100 means same as DMSO wells; GFP response vs DMSO, % at 10 µM; actives 0.065% (n = 320,000); AID 2029, 2009;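 active means GFP response relative to DMSO above a set limit, near the screen mean plus 3 SD, cut at about 150% in these data; inconclusive means Fewer than 70 cells measured for a yeast strain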;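 further: ratio of well median GFP fluorescence to mean of DMSO wells on the plate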
# GASC-1 inh: inhibitors of GASC-1 histone demethylase, primary screen, biochemical, fluorescence, DELFIA europium; Lysine-specific demethylase 4C (Homo sapiens), Q9H3R0; GST-JMJD2C(1-420) H3K9me3 demethylation; inhibition, % at 2.35 µM; actives 0.069% (n = 330,000);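 active means more than half of a compound's replicate wells show inhibition beyond 50%, single wells judged on their own value; inconclusive means some, but no more than half, of replicates pass 50% inhibition; inactive means no replicate passes 50% inhibition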;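 further: signal counts dimethyl H3K9 product captured on neutravidin plate; 0% = median of DMSO wells and 100% = 0.3 times that DMSO median; strong numbers were not always called active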
# Target sequence (Q9H3R0 1-420 limits assumed): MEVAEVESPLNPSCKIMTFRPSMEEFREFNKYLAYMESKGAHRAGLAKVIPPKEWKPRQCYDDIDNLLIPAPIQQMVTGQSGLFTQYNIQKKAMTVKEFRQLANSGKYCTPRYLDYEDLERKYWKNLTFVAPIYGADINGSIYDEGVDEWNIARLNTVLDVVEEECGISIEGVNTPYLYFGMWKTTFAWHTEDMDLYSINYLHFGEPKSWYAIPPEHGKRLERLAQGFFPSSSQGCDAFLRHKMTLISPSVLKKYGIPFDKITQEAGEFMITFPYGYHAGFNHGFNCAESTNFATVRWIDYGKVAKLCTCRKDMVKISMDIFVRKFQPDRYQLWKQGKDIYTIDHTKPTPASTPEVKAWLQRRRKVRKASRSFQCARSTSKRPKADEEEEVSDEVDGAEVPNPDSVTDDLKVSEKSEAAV
# VLA-4 inh: inhibition in human VLA-4 binding assay, primary screen, VLA-4 allosteric modulator project, MLPCN library, flow cytometry, VLA-4 expressing cells; ligand binding flow cytometry; inhibition, % (about 7 µM as worked out from the volumes in the protocol); actives 0.2% (n = 330,000); in the data active means inhibition above about 50%
# MEP2 TOR yeast: modulators of MEP2-GFP levels in yeast, primary screen, S. cerevisiae, multiplex flow cytometry, MLPCN library; S. cerevisiae MEP2-GFP strain, 3 h; 100% = DMSO control level; GFP response vs DMSO, % at 10 µM; actives 0.51% (n = 330,000); AID 2016, 2009;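 active means GFP response versus DMSO above a set limit, roughly screen mean plus 3 SD, cut at about 180% in these data; inconclusive means fewer than 70 cells counted for a yeast strain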;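 further: median GFP fluorescence of the barcode-gated MEP2-GFP cells per well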
# RPL19A TOR yeast: RPL19A-GFP expression modulators in yeast, primary screen, cell-based, S. cerevisiae, multiplex flow cytometry, MLPCN | S. cerevisiae RPL19A-GFP strain, 3 h; hits give low values | percent response vs DMSO, % at 10 µM | actives 0.3% (n = 330,000) | AID 2025, 2009;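 active means percent response vs DMSO below 50%; inconclusive means fewer than 70 events counted for the yeast strain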;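 further: median channel GFP fluorescence of the barcoded RPL19A-GFP strain; ratio of sample median GFP to plate DMSO average so 100% = DMSO; lower means less RPL19A-GFP as with rapamycin TOR inhibition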
# AGP1 TOR yeast: modulators of AGP1-GFP expression in yeast TOR pathway, primary screen, cell-based, multiplex flow cytometry, S. cerevisiae, MLPCN library. 3 h; GFP as percent of DMSO wells. GFP response vs DMSO, % at 10 µM. actives 0.02% (n = 320,000). AID 2066, 2009;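 active means GFP response relative to DMSO above a set limit, near screen average plus 3 SD, cut at about 150% in these data; inconclusive means fewer than 70 cells counted for the yeast strain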;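 further: median GFP channel fluorescence of the gated AGP1 strain per well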
# GRK2 inh: compounds blocking aptamer binding on GRK2 – biochemical, human GRK2, bead flow cytometry, HTS, primary screen; inhibition of aptamer binding, % at 10 µM; AID 488847, 2010; Beta-adrenergic receptor kinase 1 (Homo sapiens), P25098; actives 0.59% (n = 330,000); FAM-aptamer displacement from GRK2;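 active means inhibition of aptamer binding above 40%, roughly 3 SD of noise, on plates passing a quality check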;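 further: median bead fluorescence of bound FAM aptamer so fluorescent compounds give negative values; no value below 0 was filed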
# Target sequence (P25098 whole entry, looked up): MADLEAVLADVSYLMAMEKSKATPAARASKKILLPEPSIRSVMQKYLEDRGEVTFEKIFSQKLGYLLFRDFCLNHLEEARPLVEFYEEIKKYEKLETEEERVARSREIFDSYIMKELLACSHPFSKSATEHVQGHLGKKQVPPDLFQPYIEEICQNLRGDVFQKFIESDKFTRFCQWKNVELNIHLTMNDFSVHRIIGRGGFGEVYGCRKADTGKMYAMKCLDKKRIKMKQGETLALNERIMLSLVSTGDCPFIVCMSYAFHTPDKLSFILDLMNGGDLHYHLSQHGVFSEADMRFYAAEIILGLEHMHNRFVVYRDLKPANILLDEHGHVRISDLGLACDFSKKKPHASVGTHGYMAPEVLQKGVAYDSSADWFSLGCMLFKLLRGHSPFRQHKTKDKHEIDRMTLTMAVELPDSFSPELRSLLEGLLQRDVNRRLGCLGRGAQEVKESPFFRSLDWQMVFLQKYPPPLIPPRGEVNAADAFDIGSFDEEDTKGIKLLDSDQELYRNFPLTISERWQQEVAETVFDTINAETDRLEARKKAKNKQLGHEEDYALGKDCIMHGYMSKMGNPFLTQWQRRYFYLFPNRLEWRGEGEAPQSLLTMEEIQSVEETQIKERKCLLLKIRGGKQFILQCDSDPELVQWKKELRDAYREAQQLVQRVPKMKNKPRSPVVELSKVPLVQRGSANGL
# LAP4 TOR yeast: modulators of LAP4-GFP expression in yeast, primary screen, S. cerevisiae, multiplex flow cytometry, MLPCN library | actives 0.34% (n = 320,000) | 3 h; median GFP as percent of DMSO wells | GFP response vs DMSO, % at 10 µM;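 active means GFP response vs DMSO above a set limit, about the screen mean plus 3 SD, cut at about 150% in these data; inconclusive means under 70 cell events counted for the yeast strain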
# * marks the source's active call; other numbers are inactive results; ? = inconclusive; · = not tested or not shown; & = joins results of further samples; [ ] = another dose, or the depositor's remark.
item	Molecule	LAP4 TOR yeast	GASC-1 inh	CIT2 TOR yeast	MEP2 TOR yeast	VLA-4 inh	RPL19A TOR yeast	AGP1 TOR yeast	GRK2 inh
1	COc1cc(C2SCC(=O)Nc3c2c(=O)[nH]n3C2CCCCCC2)cc(OC)c1OC (configuration not stated)	105	9	102	103	13	100	111	2
2	CCOC(=O)c1nc2ccccc2c(=O)n1-c1ccc(C)cc1C	90	-18	95	97	14	98	94	0
3	O=C(OC1CCN(CCCl)CC1)C(c1ccccc1)c1ccccc1	105	0	83	92	1	100	87	0
4	CCOc1cc2c(cc1OCC)-n1cccc1C(c1ccc(F)c(OC)c1)NC2 (configuration not stated)	99	-1	107	102	15	105	103	0
5	Cn1c(N2CCNCC2)nc2ccccc21	99	-1	108	109	12	99	97	3
6	Cc1cc(Cc2c(O)[nH]c(=S)[nH]c2=O)ccc1OC(C)C	103	-11	101	105	8	105	117	2
7	COc1ccc2c(c1)[nH]c1c(C)nccc12	126	·	83	95	2	94	87	0
8	CCCCCCC(=O)c1c(O)n(-c2ccccc2OC)c(=O)[nH]c1=O (tested in a mixture with another compound)	108	3	82	102	-2	94	97	0
9	c1ccc2c3c([nH]c2c1)C1(CCNCC1)NCC3	101	7	100	98	-7	100	98	0
10	CCc1nc2ccccc2c(=O)n1-c1ccc2ccccc2c1	100	-1	94	99	5	100	102	1
11	Brc1ccc(Oc2cc(Br)c(Br)cc2Br)c(Br)c1	93	6	89	94	23	94	95	0
12	N#CC1(c2ccccc2)CCN(C2CC(=O)N(c3cccc(F)c3)C2=O)CC1 (configuration not stated)	97	-5	95	103	1	97	94	0
13	O=C(CSC1c2ccccc2-c2ccccc21)N/N=C/c1ccccc1C(=O)O	97	1	106	96	9	97	100	3
14	CCCCCCn1c(O)c(C=NCCN2CCOCC2)c(=O)[nH]c1=O	103	7	105	108	-1	101	106	2
15	O=C(Nc1ccccc1)NC1CC2CCC(C1)N2 (configuration not stated)	96	-6	102	103	3	100	105	0
16	CC1CCCCN1CC(=O)c1ccc2cc[nH]c2c1 (configuration not stated)	111	6	85	96	7	92	90	0
17	Cc1cc(C(=O)CN2CCCC2)c(C)n1-c1ccc(F)cc1	103	27	104	101	-4	103	107	0
18	COc1cc(CN2CCCC(C(=O)c3sccc3C)C2)cc(Cl)c1O (configuration not stated)	96	5	90	89	-1	101	98	0
19	CC(=O)OC1C=CC2[C@H]3Cc4ccc(O)c5c4[C@@]2(CCN3C)C1O5 (some centres not stated)	112	·	101	105	6	101	104	0
20	CC(=O)O[C@@]12CO[C@@H]1C[C@H](OC1OCC(O)C(O)C1O)[C@@]1(C)C(=O)[C@H](O)C3=C(C)[C@@H](OC(=O)[C@H](O)[C@@H](NC(=O)c4ccccc4)c4ccccc4)C[C@@](O)([C@@H](OC(=O)c4ccccc4)C12)C3(C)C (some centres not stated)	106	5	98	98	-8	98	101	1
21	Cc1ccc(S(=O)(=O)NP(=O)(Oc2ccccc2)Oc2ccccc2)cc1	95	0	104	99	-2	98	102	11
22	COc1ccc(OC)c(-n2c(O)c(C=NCCN3CCNCC3)c(=O)[nH]c2=S)c1	110	-14	99	94	4	97	103	0
23	CCOC(=O)Cn1cc([N+](=O)[O-])nc1[N+](=O)[O-]	96	-27	90	98	4	93	98	5
24	CCN1C[C@]2(COC)CC[C@H](OC)[C@@]34C1[C@]1(OCO[C@@]15C[C@H](OC)[C@H]1C[C@@H]3[C@@H]5[C@H]1OC)[C@@H](O)[C@H]24	94	·	92	101	31	100	94	0
25	COc1ccc(CC2(CCc3ccncc3)C(=O)NC(=O)NC2=O)cc1	99	-2	96	98	14	93	97	0
26	CCCCOCCCN1C(C)=CC(=C2C(=O)NC(=S)NC2=O)C=C1C	101	4	104	104	11	99	102	2
27	COC(=O)C1=C(c2cccc(OCc3ccccc3)c2)C[C@@H]2CC[C@H]1N2C(=O)NCCCOC(C)C	96	-5	108	91	-2	96	95	0
28	O=C1/C(=C\c2ccc([N+](=O)[O-])cc2)N2CCC1CC2	106	-10	107	96	-1	103	95	0
29	Cn1ccnc1P(=S)(c1nccn1C)N1CCOCC1	100	-4	95	101	9	96	106	0
30	CN1CCN(c2ccc([N+](=O)[O-])cc2Cl)CC1	104	6	102	100	-8	101	111	0
31	Cc1c(C=C2C(=O)NC(=O)NC2=O)c(=O)n(-c2ccccc2)n1C	101	-10	104	100	-8	100	110	2
32	Clc1ccc(C(Cn2ccnc2)OCc2csc3c(Cl)cccc23)c(Cl)c1 (configuration not stated)	112	·	81	101	12	101	92	0
33	C=CCn1c(O)c(C=NCCN2CCNCC2)c(=O)[nH]c1=O	95	-10	93	92	18	97	88	4
34	COC(=O)C1=C(c2ccc(S(C)(=O)=O)cc2)C[C@@H]2CC[C@H]1N2C(=O)NCc1ccccc1	125	-5	91	98	13	102	92	0
35	COC(=O)C1=C(c2c(C)noc2C)C[C@@H]2CC[C@H]1N2C(=O)NCCOc1ccccc1Cl	97	-6	102	97	-5	96	100	0
36	C1=C(c2c[nH]c3ccccc23)CCN(Cc2ccccc2)C1	102	-3	98	100	19	100	102	12
37	CCCCn1c(=O)c(C=Nc2ccc(Cl)cc2)c(O)n(Cc2ccco2)c1=O	101	-1	92	95	31	96	95	0
38	Cc1ccc(C)c(NC2=NCCCS2)c1	90	-31	96	91	0	92	92	0
39	CC(Cc1ccccc1)[n+]1cc(/N=C(\N)[O-])on1 (configuration not stated)	98	0	91	86	2	94	98	1
40	C=CCn1c(O)c(C(C)=NCc2ccc3c(c2)OCO3)c(=O)[nH]c1=O	100	-3	94	98	0	101	97	2
41	Cc1ccc(-n2c(O)c(/C=N/N3CCCCCC3)c(=O)[nH]c2=O)cc1C	115	-4	103	104	14	108	114	0
42	COc1ccc(OCC(=O)N2CCN(Cc3ccc4c(c3)OCO4)CC2)cc1	120	3	113	148	-4	100	99	0
43	CSc1ncc(CN2CCCC(C(=O)c3ccccc3SC)C2)cn1 (configuration not stated)	113	7	99	98	-1	101	105	0
44	Nc1ncnc2c1ccn2[C@@H]1O[C@H](CO)[C@@H](O)[C@H]1O	108	60	106	106	3	99	103	0
45	CCCCOCCCn1c(N)c(C(=O)OCCOC)c2nc3ccccc3nc21	98	13	99	107	14	103	101	3

# Already shown: an excerpt of the list.
item	Molecule	LAP4 TOR yeast	GASC-1 inh	CIT2 TOR yeast	MEP2 TOR yeast	VLA-4 inh	RPL19A TOR yeast	AGP1 TOR yeast	GRK2 inh
44	Nc1ncnc2c1ccn2[C@@H]1O[C@H](CO)[C@@H](O)[C@H]1O	108	60	106	106	3	99	103	0
45	CCCCOCCCn1c(N)c(C(=O)OCCOC)c2nc3ccccc3nc21	98	13	99	107	14	103	101	3

# Next compounds follow.
item	Molecule	LAP4 TOR yeast	GASC-1 inh	CIT2 TOR yeast	MEP2 TOR yeast	VLA-4 inh	RPL19A TOR yeast	AGP1 TOR yeast	GRK2 inh
46	O=C(O)C(O)(c1ccccc1)C1CCCCC1 (configuration not stated)	96	-37	98	95	7	100	96	4
47	CCCCCCC[n+]1ccc(-c2cc[n+](CCCCCCC)cc2)cc1	93	-1	90	96	-12	98	94	0
48	C=CCn1c(O)c(C(CC)=NCCC2=CCCCC2)c(=O)[nH]c1=O	92	-1	·	117	-5	103	105	5
49	C[N+]1(C)C2CCC1CC(OC(=O)C(CO)c1ccccc1)C2 (configuration not stated)	104	17	94	105	1	108	120	0
50	COC1CCCCC1NCCc1ccccc1 (configuration not stated)	98	0	115	108	10	104	108	0
51	CN1CCc2nc(SCc3ccccc3Br)c(C#N)cc2C1	99	2	104	112	-16	108	105	0
52	CCCCn1c(=O)c(C(=O)NCc2ccco2)c(O)c2ccccc21	94	-4	·	96	9	94	103	0
53	COc1ccc(C2=NCC(=O)N(CC(=O)NCc3ccco3)c3sc4c(c32)CCCC4)cc1	92	-19	94	98	-20	96	96	0
54	O=C1NC(=O)[C@]2(Cc3ccccc3N3CCN(c4ccccc4)CC32)C(=O)N1Cc1ccccc1 (some centres not stated)	97	59	96	87	-60	102	101	3
55	O=C1NC(=S)N(c2ccc(F)cc2)C(=O)/C1=C/c1ccco1	94	16	95	94	0	96	137	99*
56	O=C1/C(=C/c2ccccc2Cl)N2CCC1CC2	103	-2	94	98	-2	97	101	0
57	Nc1cc(Cl)cc(Cl)c1	102	13	89	97	17	99	98	0
58	Brc1ccc(CN2CCNCC2)s1	105	4	100	103	5	102	103	0
59	CCCCn1c(O)c(/C=N/N2CCCCC2c2cccnc2)c(=O)[nH]c1=S (configuration not stated)	88	7	107	105	2	107	104	5
60	CCCNS(=O)(=O)c1ccc(OCC(=O)N2CCN(Cc3ccc4c(c3)OCO4)CC2)cc1	94	21&-6	102	103	35	99	102	0
61	CNCCCc1ccccc1	97	18	95	91	18	99	99	1
62	O=C(c1cc2ccccn2n1)N1CCC2(CC1)OCCO2	99	30	107	105	-1	101	106	1
63	CC(Cc1ccsc1)NCc1cn[nH]c1-c1ccc(F)cc1F (configuration not stated)	101	2	101	104	-5	99	105	2
64	O=C1CN=C(c2ccccc2)c2cc(Cl)ccc2N1	110	·	100	102	24	103	105	4
65	Cc1cc(Br)c(NC(=O)CN2CC=C(c3ccccc3)CC2)c(Br)c1	98	-25	100	100	-2	95	102	0
66	O=[N+]([O-])c1ccccc1Cl	98	-1	95	97	11	101	98	3
67	COc1ccc(C(C)=O)cc1CC(C(=O)c1ccc(C)c(C)c1)N(C)C (configuration not stated)	106	12	111	100	4	95	92	0
68	CC[n+]1c(/C=C/C=C/c2ccc(N(C)C)cc2)sc2ccccc21	366*[may fluoresce red]	1	103[may fluoresce red]	103[may fluoresce red]	-354	?	106[may fluoresce red]	22
69	COc1cccc(-n2c(CN3CCN(C)CC3)nc3ccc([N+](=O)[O-])cc3c2=O)c1	101	4	100	103	-1	102	104	3
70	Cc1cc(OCC(=O)N2CCCN(C)CC2)ccc1Cl	91	-14	102	101	11	96	98	0
71	O=C(O)c1ccc(-[n+]2c(-c3ccccc3)cc(-c3ccccc3)cc2-c2ccccc2)cc1	110	3	99	92	-4	104	92	2
72	CCc1cccc(CC)c1NC(=S)N1CC2CC(C1)c1cccc(=O)n1C2 (configuration not stated)	85	12	93	87	13	100	93	3
73	O=P(Oc1ccccc1)(Oc1ccccc1)C(O)c1ccc(Cl)cc1 (configuration not stated)	104	6	92	89	-7	97	86	2
74	COC(=O)C1=C(c2cccc(C#N)c2)C[C@@H]2CC[C@H]1N2C(=O)NCc1ccco1	108	-2	100	103	0	100	107	3
75	CCCCN1C(=O)NC(=O)C2(Cc3ccccc3N3CCOCC32)C1=O (configuration not stated)	103	21	98	103	6	96	98	2
76	CC12CCC3C(CC=C4CC5(CCC43C)OCCO5)C1CCC2=O (configuration not stated)	119	1	81	95	0	94	93	1
77	O=C1/C(=C/c2cc3c(cc2Cl)OCO3)N2CCC1CC2	93	-5	100	99	-6	109	96	6
78	CN1C(=O)C(=Cc2ccccc2OCc2ccccc2Cl)C(=O)N(C)C1=O	120	-10	77	92	-3	100	91	0
79	C#C[C@]1(O)CCC2C3CCC4=C/C(=N/OCC(=O)NC(C)C(=O)NC(CCSC)C(=O)O)CC[C@]4(C)C3CC[C@@]21C (some centres not stated)	123	-11	82	103	-31	94	88	1

# Only part of the results is shown (hit frequency here may not be typical).
